HCMV antiviral: qHTS Assay for inhibitors of the human cytomegalovirus (HCMV); hit rate 4.5% among 410,000; HFF cells, HCMV-luciferase reporter, 72 h; active compounds read low; activity change, negative = inhibition, % at 57.5 µM; in the data active = activity change below about -60%; inconclusive = no clear call, values can overlap the other calls; inactive = above about -39%; also: % is scaled to controls: 0 for no effect and ±100 for the full control effect
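Steps: HFFs plated, 16 h 37C; compounds added; HCMV-luciferase added to MOI 1 PFU/cell; 72 h 37C; OneGlo reagent, 5 min room temperature; luminescence read, normalized to controls.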
AmpC detergent: qHTS Inhibitors of AmpC Beta-Lactamase (assay with detergent) | hit rate 0.041% among 370,000 | Potency, µM (series often up to 114 µM), inactives show top-dose activity change, negative = inhibition, actives largely listed as inhibitors | P00811 | AmpC hydrolysis of nitrocefin, absorbance 480 nm, 0.01% Triton;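 also: potency is read from the fitted curve at half-maximal effect; 0% = no-compound wells and -100% = no-enzyme wells; nearly all actives have a fitted effect of over 25% in size; some results filed as inactive show a strong effect at the top dose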
Target sequence (P00811 whole entry, looked up): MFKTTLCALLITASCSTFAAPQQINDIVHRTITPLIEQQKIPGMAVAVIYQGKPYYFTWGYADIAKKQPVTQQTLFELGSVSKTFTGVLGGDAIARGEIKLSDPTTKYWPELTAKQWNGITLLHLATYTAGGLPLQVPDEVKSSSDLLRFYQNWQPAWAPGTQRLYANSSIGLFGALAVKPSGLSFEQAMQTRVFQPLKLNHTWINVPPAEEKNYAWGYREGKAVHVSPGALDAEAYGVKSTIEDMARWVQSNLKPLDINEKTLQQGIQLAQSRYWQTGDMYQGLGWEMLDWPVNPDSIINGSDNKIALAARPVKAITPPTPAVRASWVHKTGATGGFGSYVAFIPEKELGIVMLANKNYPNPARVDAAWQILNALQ
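AmpC (5.3 nM in the dispensed reagent) in 20 mM phosphate pH 7.0 with 0.01% (detergent screen) or 0.0001% Triton X-100 was preincubated with compounds for 15 min at room temperature. Nitrocefin was then added from an 800 uM solution, and hydrolysis was followed at 480 nm.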
Cycloheximide cs: Cycloheximide Counterscreen for Small Molecule Inhibitors of Shiga Toxin; cell reporter, cycloheximide protein synthesis inhibition counterscreen; max response, %; hit rate 12% among 300,000; AID 2314, 2010; in the data active = max response mostly above about 13%, no sharp cut-off; inactive = mostly below about 14%; also: read at 38.3 µM for the half of the compounds with a filed dose; 0% is about no effect
AMA1-RON2 inh: qHTS for Inhibitors of AMA1-RON; Towards Development of Antimalarial Drug Lead: Primary Screen; Potency, µM (doses to about 58.2 µM), inactives show top-dose activity change, negative = inhibition, usual class: inhibitors; Plasmodium falciparum AMA1 (3D7) - RON2 peptide interaction; AID 720542, 2013; hit rate 0.2% among 360,000; AlphaScreen AMA1-biotinylated RON2 peptide binding;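 also: potency is read from the fitted curve at half-maximal effect; 0% = vehicle wells and -100% = peptide control; nearly all actives have a fitted effect of over 45% in size; some results filed as inactive show a strong effect at the top dose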
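AMA1 (3D7) with his tag at 25 nM final met compounds first, then biotinylated RON2 peptide at 25 nM; detection used donor plus acceptor beads, 10 µg/mL apiece, read by AlphaScreen after 30 min at room temperature.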
Shiga toxin inh: A qHTS for Small Molecule Inhibitors of Shiga Toxin; Vero cells, Shiga toxin protein synthesis inhibition reporter; inhibition, % at 38.7 µM; hit rate 9.2% among 290,000; AID 2315, 2010; in the data active = inhibition mostly above about 28%, no sharp cut-off; inactive = mostly below about 43%; also: 0% is about no effect
Giardia FBPA inh: qHTS Assay for Inhibitors of Fructose-1,6-bisphosphate Aldolase from Giardia Lamblia. A8B2U2. purified Giardia FBPA. Potency, µM (doses to about 59.6 µM), for the others: at the top dose activity, negative = inhibition, actives largely listed as inhibitors. hit rate 0.71% among 290,000. AID 2451, 2010; also: potency is read from the fitted curve at half-maximal effect; % is scaled to controls: 0 for no effect and ±100 for the full control effect; nearly all actives have a fitted effect of over 55% in size
Target sequence (A8B2U2 whole entry, looked up): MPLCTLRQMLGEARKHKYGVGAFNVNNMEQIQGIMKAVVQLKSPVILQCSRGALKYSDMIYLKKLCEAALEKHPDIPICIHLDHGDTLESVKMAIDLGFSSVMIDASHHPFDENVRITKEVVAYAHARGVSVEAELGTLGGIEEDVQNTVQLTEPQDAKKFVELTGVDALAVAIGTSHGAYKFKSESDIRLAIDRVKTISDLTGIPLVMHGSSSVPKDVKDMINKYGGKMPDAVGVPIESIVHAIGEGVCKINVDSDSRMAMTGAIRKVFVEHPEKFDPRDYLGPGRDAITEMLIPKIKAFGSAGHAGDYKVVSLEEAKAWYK
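Giardia FBPA (40 nM reagent) was preincubated 10 min at RT with compound (up to 57.5 uM final), then substrate plus GAPDH/TPI/NAD/arsenate coupling system with diaphorase/resazurin was added; resorufin fluorescence (525/598 nm) was read after 20 min.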
AmpC inh no detg: qHTS Inhibitors of AmpC Beta-Lactamase (assay without detergent) | AmpC nitrocefin hydrolysis, absorbance 480 nm, 0.0001% Triton | hit rate 0.52% among 330,000 | Potency, µM (series often up to 57.1 µM), for inactives: at the top dose activity change, negative = inhibition, usual class: inhibitors;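 also: potency is read from the fitted curve at half-maximal effect; plate controls were no compound for no effect and no enzyme for full effect; nearly all actives have a fitted effect of over 20% in size; some results filed as inactive show a strong effect at the top dose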
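20 mM phosphate pH 7.0 + 0.01% (detergent screen) or 0.0001% Triton X-100; 5.3 nM AmpC reagent; cpd preinc 15 min RT; nitrocefin (800 uM stock) to start; A480 q20 s × 4 min; Activity was normalised to no-enzyme and no-compound control wells.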
* = called active by the depositor; ? = inconclusive; · = no result given; & = joins results of further samples; [ ] = another dose, or the depositor's remark. Unless noted, calls follow the shape of the dose curve; as a rule, active = well fitted curve in the direction sought with a large enough effect; inconclusive = small, poorly fitted or top-dose-only effect, or another doubt; inactive = no such curve, though single readings can be large; an effect the other way counts as inactive or inconclusive.

SMILES | HCMV antiviral | AmpC detergent | Cycloheximide cs | AMA1-RON2 inh | Shiga toxin inh | Giardia FBPA inh | AmpC inh no detg
COc1ccc(Br)cc1CN(C)C(=O)c1cc(Cl)c2c(c1)OCCO2 | 23 | -6% | -3 | -19% | 16 | -4% | 24%
CC(C)c1ccccc1NC(=S)NCc1ccccc1F | -34 | 1% | -2 | -3% | -14 | 4% | -7%
Cc1ccc(C(=O)N/C(=C\c2ccc3c(c2)OCO3)C(=O)N2CCOCC2)cc1 | -3 | 3% | -4 | -5% | -21 | · | 20%
CC(C)(C)C(=O)[C@H]1[C@H](c2ccccc2)[C@@]2(N=C(c3ccccc3)OC2=O)C2c3ccccc3C=NN21 (stereo partly drawn) | 77 | ? | 40* | -3% | 26 | -1% | -52%
COc1ccc2cc(C3CC(c4ccco4)=NN3C(=O)CCC(=O)O)c(Cl)nc2c1 (stereo not drawn) | ? | ? | -1 | 0% | 10 | 9% | -29%
CN(CC1CCOCC1)C(=O)CC1C(=O)NCCN1Cc1cccc(F)c1 (stereo not drawn) | 57 | ? | 4 | 19% | 21 | -20% | 73%[activator]
CC1Cc2ccccc2N1C(=O)Cn1cnc2c1c(=O)n(C)c(=O)n2C (stereo not drawn) | -2 | -17% | 4 | -9% | -11 | · | 21%
COc1ccc(NC(=O)CN2C(=O)C(C)Oc3ccccc32)cc1OC (stereo not drawn) | -10 | -15% | -1 | -13% | · | 3% | -16%
CC(C)c1ccc(NC(=O)CCN2C(=O)[C@@H]3Cc4ccccc4CN3C2=O)cc1 | -9 | 4% | -2 | 7% | 8 | · | -13%
COc1ccc(Cc2nnc(NC(=O)c3ccc(OC(C)=O)cc3)s2)cc1OC | -12 | -9% | -1 | -12% | -25 | -6% | 1%
COc1cccc(C(=O)C2CCCN(CC3=Cc4cc(OC)ccc4OC3)C2)c1 (stereo not drawn) | 4 | 6% | 0 | -2% | -5 | -2% | 1%
O=C(CSc1nnc(-c2ccncc2)s1)Nc1ccccc1 | 23 | 8% | -5 | 15% | 6 | -3% | -9%
Cc1noc(C)c1COc1ccccc1C(=O)NNC(=O)c1ccc(F)cc1 | -24 | 1% | · | 29% | · | · | -14%
Cc1cccc(NC(=O)[C@@H](CC(C)C)NC(=O)[C@@H]2Cc3ccccc3CN2)c1 | · | 2% | 15 | 46%[activator] | 18 | · | -22%
CNC[C@H](O)c1cccc(O)c1 | 5 | -4% | -1 | 0% | -9 | -5%&0% | -18%
COc1ccc(F)cc1CSc1nnnn1-c1ccc(O)cc1 | -62* | ? | -6 | 2% | -9 | 4% | -37%
O=C(/C=C/c1ccc(Br)cc1)NC(=S)Nc1ccc(S(=O)(=O)Nc2nccs2)cc1 | -36 | ? | -1 | 9% | -12 | -1% | -14%
C=COCCNC(=S)Nc1ccccc1 | -13 | 1% | -1 | 7% | -5 | 1% | 28%
Cc1cc(C)c(NC(=O)CN2C(=O)CC(C)S(=O)(=O)c3ccccc32)c(C)c1 (stereo not drawn) | ? | -3% | 13 | 24% | -7 | 6% | 35%
O=C(OCC(=O)N1CCc2ccccc2C1)c1cccs1 | -25 | 2% | 47* | 0% | 77* | 1% | -15%
Cc1cccc(C(C)C)c1NS(=O)(=O)c1cn(C)nc1C | -13 | -1% | -3 | -3% | -7 | · | 10%
O=C(OCc1nnc(-c2ccccc2)o1)c1cc(F)c(F)cc1Cl | 50 | 0% | 3 | 39%[activator] | -3 | 1% | -1%
COc1ccc(C2=NOC(C(=O)NCc3cccs3)C2)cc1 (stereo not drawn) | 120 | ? | 18* | -5% | 32 | 1% | -1%
CN(CC(=O)Nc1ccc(F)cc1)C(=O)c1ccc(N2C(=O)CCC2=O)cc1 | 0 | 4% | · | -7% | · | · | -11%
CC(C)Nc1nc2c(c(=O)n(C)c(=O)n2C)n1C | -31 | 1% | -3 | 0% | 2 | 1% | -10%

Among those listed so far, these contain two or more sulfur atoms.
SMILES | HCMV antiviral | AmpC detergent | Cycloheximide cs | AMA1-RON2 inh | Shiga toxin inh | Giardia FBPA inh | AmpC inh no detg
O=C(CSc1nnc(-c2ccncc2)s1)Nc1ccccc1 | 23 | 8% | -5 | 15% | 6 | -3% | -9%
O=C(/C=C/c1ccc(Br)cc1)NC(=S)Nc1ccc(S(=O)(=O)Nc2nccs2)cc1 | -36 | ? | -1 | 9% | -12 | -1% | -14%

Continuation.
SMILES | HCMV antiviral | AmpC detergent | Cycloheximide cs | AMA1-RON2 inh | Shiga toxin inh | Giardia FBPA inh | AmpC inh no detg
COCCCN1CCc2[nH]c(=S)[nH]c(=O)c2C1 | -11 | ? | 1 | 6% | -10 | ? | -6%
COc1ccc(NC(=O)CCS(=O)(=O)c2cccc3nonc23)c(OC)c1 | 1 | 0% | -2 | -8% | -9 | 3% | -14%
O=C(Cn1nnc(-c2cccs2)n1)N1CCc2ccccc2C1 | -8 | ? | 2 | -10% | -13 | -4% | -29%
Cc1cc(C)cc(C(=O)NCC(=O)OCC(=O)c2c(N)n(C)c(=O)n(C)c2=O)c1 | 0 | -2% | · | -6% | · | · | 18%
CCC(CC)C(=O)Nc1cccc(-c2nc3ccccc3o2)c1 | -22 | -6% | -1 | 10% | -3 | 2% | 13%
COc1ccc(-n2c(O)c(C=Nc3ccccc3)c3ccccc3c2=O)cc1OC | -16 | 9% | -2 | -13% | -3 | 2% | -12%
CC(=O)N1CCC(N(C(=O)Nc2c(F)cccc2F)C(C)C)CC1 | 2&-12 | 12%&-12% | -1 | 1% | -4 | -4% | -7%
CCN1C(=O)[C@H]2[C@@H](c3ccc(C)cc3)N3C(=O)N(c4ccccc4)C(=O)[C@@]3(CC)[C@H]2C1=O | 9 | ? | 15* | 3% | 28 | 5% | 22%
Brc1ccc(CN2CCN(c3ccccn3)CC2)s1 | -29 | -5% | -3 | -12% | -11 | -22% | 14%
Cc1cc(Cl)ccc1C(=O)C1CCCN(C(=O)c2snnc2C)C1 (stereo not drawn) | 0 | 4% | -2 | 12% | 21 | -2% | 69%[activator]
O=C(NCc1ccccc1)NC12CC3CC(CC(C3)C1)C2 | 35 | -3% | -2 | 10% | 33 | 0% | -20%
CCCNC(=O)c1onc(CSc2ccc(F)cc2)c1C(=O)NCC1CC1 | -19 | -13% | · | 11% | · | · | -2%
O=C(O)CC/C(=N\NC(=O)c1ccccc1Br)c1ccccc1 | ? | ? | 2 | 71%[activator] | -29 | 0% | -27%
CC(NC(=O)COC(=O)c1cc([N+](=O)[O-])ccc1N1CCOCC1)c1ccccc1 (stereo not drawn) | -2 | 1% | 9 | 1% | 2 | · | 38%
Cc1cc(NC(=O)CN2C(=O)c3ccccc3C2=O)no1 | -9 | 1% | 0 | 14% | 13 | 2% | -8%
Cc1ccc(OC(C)C(=O)Nc2ccc3c(c2)n(C)c(=O)n3C)c(C)c1 (stereo not drawn) | -6 | -4% | 0 | -2% | 1 | 12% | 99%[activator]
CSc1cccc(N2CC(C(=O)NCCC3=CCCCC3)CC2=O)c1 (stereo not drawn) | 0 | ? | · | 7% | · | · | 15%
O=C(COc1cc(Cl)c(Cl)cc1Cl)NCCc1ccccn1 | 39 | -2% | 3 | 4% | 38 | 1% | 33%
C=CC[C@@H](CC(=O)N(CCO)Cc1ccccc1)C(=O)N[C@@H](C)COC(=O)[C@@H](CC=C)CC(=O)OC(C)(C)C | -14 | · | · | 17% | · | · | 266%[activator]
Cc1cc(Cl)ccc1OC(C)c1nnc(N)s1 (stereo not drawn) | 13 | -1% | -2 | 0% | -7 | 2% | -5%
CC(C)C(NC(=O)c1ccc(Cl)cc1Cl)C(=O)NCCc1ccccn1 (stereo not drawn) | -1 | -18% | · | 6% | · | · | -5%
CC[C@]12c3[nH]c4cc(-c5ccco5)ccc4c3CCN1C(=O)[C@@H](CC(=O)NCCCn1ccnc1)C[C@@H]2C(=O)N1CCN(C(=O)C2CC2)CC1 | 6 | · | · | -17% | · | · | 247%[activator]
O=C(NNC(=O)c1ccccc1C(=O)O)c1cc2ccccc2o1 | 0 | 8% | 15 | 13% | -7 | 9% | -24%
COc1ccc(C2CC(c3ccccc3F)=NN2c2ccc(S(N)(=O)=O)cc2)cc1 (stereo not drawn) | 15 | · | · | 38%[activator] | · | · | -34%
CS(=O)(=O)Nc1ccc(C(=O)NCCSCc2ccccc2)cc1 | 3 | 8% | -1 | -15% | -8 | -1% | -30%

(more compounds)
SMILES | HCMV antiviral | AmpC detergent | Cycloheximide cs | AMA1-RON2 inh | Shiga toxin inh | Giardia FBPA inh | AmpC inh no detg
CCOC(=O)/C=C/C(=O)Nc1ccccc1-c1ccccc1NC(=O)/C=C/C(=O)OCC | -98* | ? | 33* | -9%[2.32 µM] | 13 | 5% | -14%
Nc1c(C(=O)CSc2nnc(-c3ccccc3F)o2)c(=O)[nH]c(=O)n1C1CC1 | 0 | -1% | · | -5% | · | · | -23%
CCNC(=S)N1CCN(c2cccc(C(F)(F)F)c2)CC1 | ? | 4% | 1 | 11%[11.6 µM] | -4 | 4% | -7%
COc1ccc(S(=O)(=O)N(CC(=O)NC2CC2)C2CCCCC2)cc1Cl | -29 | 4% | 10 | -14% | -4 | 1% | 81%[activator]
O=C(COc1ccc(Cl)cc1)NCC(=O)N/N=C/c1cccs1 | 23 | -1% | -7 | 3% | 3 | 1% | -43%
COc1ccc(-c2cn(CCC(=O)O)c(C)n2)cc1 | 9 | -12% | · | -3% | · | · | -11%
COc1ccc(C(=O)/C(C)=N/O)cc1OC | 71 | ? | -4 | 6% | -13 | 3% | -21%
C=CCNC(=S)N(CC=C)C1CCS(=O)(=O)C1 (stereo not drawn) | 19 | ? | -2 | -5% | -2 | -27% | -7%
Cc1cc(NC(=O)CSc2nc(-c3cccs3)nc3ccccc23)no1 | 1 | -3% | · | -2% | · | · | -17%
CCCCC(=O)OCC(=O)N1N=C(c2c[nH]c3ccccc23)C(O)C1c1ccc(OC)cc1 (stereo not drawn) | -61* | -11% | 3 | 3% | 8 | 0% | -3%
COc1ccc(S(=O)(=O)Nc2ccc3c(c2)N(C(C)=O)CCC3)cc1 | -62* | -12% | · | -7% | · | · | -13%
CC(=C/c1ccco1)/C=N/NC(=O)c1nnn(-c2nonc2N)c1CN(C)C | -60* | 6% | -1 | -25% | -12 | ? | -14%
Cc1ccc(C(=O)c2c3ccccc3[n+]([O-])n2CCO)cc1 | -3 | ? | · | 3% | · | · | -10%
Cc1cc(OCc2nnc(SCC(=O)O)n2-c2ccccc2)ccc1Cl | -7 | 3% | -1 | -7% | -8 | 12% | -9%
CCN(CC)C(=O)[C@H]1C[C@H](CC(=O)NCCc2ccccn2)C(=O)N2CCc3c([nH]c4cc(CCC(=O)N(C)C)ccc34)[C@]12C | 21 | · | · | 109%[activator] | · | · | 38%

High-throughput results as filed in PubChem BioAssay.
